Assay outcomes: PubChem, National Center for Advancing Translational Sciences (NCATS)
FBPA coupling cs = inhibits coupling enzyme system, counter-screen for aldolase hits. coupling enzyme system counterscreen, AmpLite Red fluorescence. activity change, negative = inhibition, % at 58.2 µM, hits read low. 290,000 compounds, 0.67% hits; in the data active = activity change below about -30%
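Activity here indicates interference with the coupling reaction, not aldolase inhibition. Compounds at 57.5 uM final met coupling enzymes for 10 min at RT; substrate and AmpLite Red detection followed, with a 525/598 nm fluorescence read after 20 min.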
PKM2 activator = increases activity of human pyruvate kinase M2; P14618; purified PKM2, Kinase-Glo ATP luminescence, activation; response scale: 0% is enzyme alone, no compound; Potency, µM (titrated, usually from 57.5 µM), for inactives: at the top dose activation, usual class: activators; 260,000 compounds, 0.34% hits; note: potency is the fitted concentration of half-maximal effect; nearly all actives have a fitted effect of over 55% in size
Target sequence (P14618 whole entry, looked up): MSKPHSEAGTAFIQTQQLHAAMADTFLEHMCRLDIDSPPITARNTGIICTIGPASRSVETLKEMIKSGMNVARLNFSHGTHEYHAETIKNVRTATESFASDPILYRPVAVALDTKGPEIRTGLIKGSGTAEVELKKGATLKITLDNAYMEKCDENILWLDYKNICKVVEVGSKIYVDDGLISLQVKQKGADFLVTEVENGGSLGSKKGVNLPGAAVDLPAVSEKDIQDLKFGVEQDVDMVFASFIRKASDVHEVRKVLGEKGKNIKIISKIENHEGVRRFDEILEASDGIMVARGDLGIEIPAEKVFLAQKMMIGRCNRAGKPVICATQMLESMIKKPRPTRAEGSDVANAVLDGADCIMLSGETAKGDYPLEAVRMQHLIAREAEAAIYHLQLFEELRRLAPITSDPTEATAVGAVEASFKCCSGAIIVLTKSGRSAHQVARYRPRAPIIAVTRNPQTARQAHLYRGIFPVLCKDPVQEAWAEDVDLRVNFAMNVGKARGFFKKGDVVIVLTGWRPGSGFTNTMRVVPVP
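ATP formation by purified human PK-M2, quantified via coupled luciferase luminescence after 1 h at room temperature with 0.1 mM ADP and 0.5 mM PEP final.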
hERG WT inh = inhibitors of human wildtype KCNH2 potassium channel. Q12809. U2OS, BacMam KCNH2, thallium flux FluxOr; hits give low values. activity change, % at 1.84 µM. 340,000 compounds, 0.37% hits. AID 720551;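 active = maximum activity change below -70%; inconclusive = maximum activity change between -70% and -50%; inactive = maximum activity change above -50%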
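U2OS cells transduced with wild-type KCNH2 virus are loaded with FluxOr dye for 45 min, and thallium flux is measured in kinetic reads before and after stimulation buffer. Rate constants are normalized to DMSO controls.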
B2AR arrestin = beta2AR (human) beta-arrestin recruitment activity; P07550; beta-arrestin recruitment to beta2AR, cell-based reporter; Potency, µM (titrated, usually from 46.1 µM), inactives show at the highest dose activation, actives largely listed as activators; 330,000 compounds, 0.02% hits; AID 492947;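 note: potency is the fitted concentration of half-maximal effect; 0% = DMSO controls and full agonism = EC100 isoproterenol or metaproterenol; nearly all actives have a fitted effect of over 65% in size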
Eya2 inh = Eya2 (human) phosphatase inhibition | O00167 | recombinant Eya2, OMFP fluorescence dephosphorylation (OMFP is methylfluorescein phosphate) | Potency, µM (top dose mostly 76.9 µM), inactives show top-dose activity, negative = inhibition, actives largely listed as inhibitors | 330,000 compounds, 0.006% hits | AID 488837; note: potency is the fitted concentration of half-maximal effect
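Eya2 protein (added as 0.2 uM solution) was preincubated with compound for 10 min at ambient temperature in 50 mM HEPES pH 7.5, 50 mM NaCl, 5 uM MgCl2, 0.05% BSA, 1 mM DTT. OMFP (added at 50 uM) then reacted 10 min; fluorescence read at 485/525 nm.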
BCR signal inh = inhibitors of chronic active B-cell receptor signaling | ABC-DLBCL IkBa-CBG/CBR reporter, luminescence ratio, 4 h | Potency, µM (doses to about 46.1 µM), inactives show at the top dose ratio change, negative = lower green/red ratio, hits mostly inhibitors | 340,000 compounds, 0.05% hits; active = well fitted inhibition curve with a large enough effect in the signal ratio, with a control signal flat, not every such curve was filed as active; inconclusive = small, poorly fitted or top-dose-only effect, or effect the other way, or a change in a side signal; the % refers to the signal ratio;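 note: potency is the fitted concentration of half-maximal effect; plate controls were basal doxycycline-induced cells for no effect and cells given 10 µM MG132 for full effect; MG132 reads +100%, hits lower the ratio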
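TMD8 human ABC-DLBCL cells with doxycycline-inducible IκBα–green luciferase fusion and unfused red luciferase, in 0.5% FBS medium; compounds up to 46 uM, 4 h at 37C. Green/red luminescence ratio, filter-overlap corrected, fitted to concentration-response curves.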
GALK inh = blocks human galactokinase activity | 270,000 compounds, 0.007% hits | Potency, µM (doses to about 57.5 µM), without a hit: at the top dose activity change, negative = inhibition, usual class: inhibitors | Purified GALK, Kinase-Glo residual ATP luminescence | P51570; note: potency is the fitted concentration of half-maximal effect
Target sequence (P51570 whole entry, looked up): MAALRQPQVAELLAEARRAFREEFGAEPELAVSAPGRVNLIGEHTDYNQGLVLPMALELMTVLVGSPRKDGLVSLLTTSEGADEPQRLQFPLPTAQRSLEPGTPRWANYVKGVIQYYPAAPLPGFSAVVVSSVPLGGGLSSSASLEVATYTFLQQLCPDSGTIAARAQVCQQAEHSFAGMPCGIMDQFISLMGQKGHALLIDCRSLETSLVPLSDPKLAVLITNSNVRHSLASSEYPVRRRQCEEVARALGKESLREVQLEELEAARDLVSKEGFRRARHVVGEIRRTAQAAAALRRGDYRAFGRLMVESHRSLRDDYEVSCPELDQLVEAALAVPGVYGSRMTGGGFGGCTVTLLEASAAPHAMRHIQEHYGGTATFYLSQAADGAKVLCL
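Compounds were pin-transferred into ATP buffer (35 uM final), then GALK plus galactose (5 nM, 100 uM final) was added. After 1 h at room temperature, Kinase-Glo Plus was added and luminescence read after 10 min.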
KCNH2 3.1 block = KCNH2 3.1 (human) potassium channel inhibition. 340,000 compounds, 0.95% hits. AID 720553. activity change, % (tested at about 1.8 µM). U2OS KCNH2 3.1, thallium flux FluxOr; hits give low values;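 active = maximum activity change below -70%; inconclusive = maximum activity change from -70% to -50%; inactive = maximum activity change above -50%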;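 note: thallium influx rate constant from kinetic fluorescence after stimulation buffer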
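Normalized rate constant (relative to positive and negative DMSO controls) derived from a 2 min kinetic fluorescence read after stimulation; U2OS cells expressing the 3.1 isoform via virus at 1.77 x 10^8 /mL.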
Giardia killer = kills Giardia lamblia. Giardia lamblia trophozoite viability. activity change, % at 7.66 µM, hits read low. 340,000 compounds, 0.15% hits; in the data active = activity change below about -80%; inconclusive = between about -30% and that limit;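 note: parasites exposed to compound for two days anaerobically before the ATP read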
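Trophozoite viability was measured as ATP-dependent luminescence, read 15-30 min after reagent addition. Before that, parasites at 100 cells/well were exposed to compounds for 48 h, anaerobically, at 37 deg C.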
uPA generation = inhibitors of cell surface uPA generation | cell surface uPA generation assay, qHTS | Potency, µM (doses to about 38.3 µM), for inactives: at the highest dose activity change, negative = inhibition, actives largely listed as inhibitors | 330,000 compounds, 0.31% hits | AID 540303; active = well fitted inhibition curve with a large enough effect; inconclusive = small, poorly fitted or top-dose-only effect; inactive = no such curve, though single readings can be large or run the other way; tested in mouse RAW 264.7 cells; note: potency is the fitted concentration of half-maximal effect; nearly all actives have a fitted effect of over 55% in size
USP2a block = inhibitors of human ubiquitin-specific protease USP2a | O75604 | USP2 core, Ub-CHOP2 coupled fluorogenic reporter, 485/531 | Potency, µM (highest dose often 38.3 µM), for inactives: at the top dose activity change, negative = inhibition, usual class: inhibitors | 330,000 compounds, 0.01% hits;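 note: potency is the fitted concentration of half-maximal effect; plate controls were DMSO wells for no effect and full inhibition by NEM control for full effect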
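Deubiquitinase activity read as fluorescence (485/531 nm) after Ub-CHOP2 cleavage activates the enterokinase reporter on its substrate; USP2 core 10nM, Ub-CHOP2 and substrate 25nM each, 30min compound preincubation then 60min RT; data normalized to NEM, curves fitted.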
* = called active by the depositor; ? = inconclusive; . = not tested or not shown; [ ] = another dose, or the depositor's remark. Unless noted, calls come from the whole dose curve; as a rule, active = well fitted curve in the direction sought with a large enough effect; inconclusive = small, poorly fitted or top-dose-only effect, or another doubt; inactive = no such curve, though single readings can be large; an effect the other way counts as inactive or inconclusive. Unless noted, % is set by controls: 0 for no effect and ±100 for the full control effect.

SMILES | FBPA coupling cs | PKM2 activator | hERG WT inh | B2AR arrestin | Eya2 inh | BCR signal inh | GALK inh | KCNH2 3.1 block | Giardia killer | uPA generation | USP2a block
CC(Sc1nncs1)C(=O)NCc1ccc2c(c1)OCO2 (stereo not given) | 1 | -13% | 11 | 0.6% | 0% | 0% | 0% | 12 | 31[activator] | 10% | -4%
COCCNC(=O)CN1C(=O)COc2ccc(S(=O)(=O)N3CC(C)CC(C)C3)cc21 (stereo not given) | -1 | 7% | -1 | 0.1% | 1% | -21% | . | 0 | 23 | -3% | 0%
Cc1cc(NC(=O)c2cccc([N+](=O)[O-])c2)n(-c2ccccc2)n1 | 3 | 2% | 0 | -1.1% | -3% | 0% | 0% | -20 | -9 | 9% | 3%
COc1ccc(OC)c(NC(=O)CSc2nnc(CNC(=O)c3ccccc3F)o2)c1 | . | . | 0 | 0.3% | 4% | 0% | 0% | 17 | 15 | 5% | 0%
COc1cccc(-n2c(=O)c3c(C)c(C(=O)N(C)C)sc3n(CC(=O)NCCc3ccc(OC)c(OC)c3)c2=O)c1 | 1 | 2% | 1 | -0.2% | -2% | ? | -1% | 2 | -10 | -1% | -1%
S=c1[nH]nc(C2CCCCC2)n1/N=C/c1ccccc1Cl | -3 | . | 4 | 1.7% | -4% | ? | 2% | -1 | 14 | -4% | -8%
Cc1ccccc1Nc1ncc(C#N)c(N)n1 | -1 | -5% | 0 | -1.7% | 4% | -5% | 5% | 0 | -10 | 0% | 2%
O=C(Nc1cccc(OC(=O)c2ccc(Br)o2)c1)c1ccccc1 | . | -1% | -29 | -0.1% | -5% | -18% | 0% | -7 | -5 | -7% | 1%
COC(=O)c1ccc(COC(=O)c2cccnc2Cl)cc1 | 1 | . | 18 | 4.6% | 14% | -1% | 0% | 29 | -13 | -1% | -4%
CCOC(=O)c1c(C)c(C(=O)NCc2cccs2)c(C)n1CC | -1 | -10% | -3 | 0.1% | -2% | 0% | 3% | -17 | 4 | . | 1%
CCC(C(=O)N1CCN(Cc2ccc3c(c2)OCO3)CC1)n1c(=O)[nH]c2ccccc2c1=O (stereo not given) | . | . | 6 | -0.8% | -3% | 2% | -10% | -5 | -9 | 2% | 0%
CN(CC(=O)Nc1ccccc1N1CCOCC1)S(=O)(=O)c1ccc(Cl)cc1 | 0 | 1% | 5 | 0.3% | -18% | 0% | 2% | -24 | -10 | 2% | 4%
Cc1ccc(Sc2nc3c(c(=O)[nH]c(=O)n3C)n2CCc2ccccc2)cc1 | 3 | 6% | -2 | -0.1% | 9% | -1% | 1% | -14 | 4 | 4% | 1%
Cc1ccccc1OC1=NS(=O)(=O)c2ccccc21 | -4 | -4% | . | 0.0% | 1% | 4% | 7% | 14 | -1 | 2% | 0%
COC(=O)c1cc(OC)c(OCc2cc(C(=O)OC)oc2C)c(OC)c1 | 2 | -2% | 4 | -0.3% | -23% | 0% | 5% | 1 | -14 | -8% | 3%
CCOc1cc(C2NC(=O)NC(C)=C2C(=O)NCc2ccccc2)c(Cl)cc1O (stereo not given) | 2 | 0% | -4 | 0.2% | -26% | -27% | 3% | 7 | 10 | . | 6%
C[N+](C)(C)C(Cc1c[nH]c2ccccc12)C(=O)[O-] (stereo not given) | 1 | -1% | . | -0.7% | 17% | -6% | 0% | . | . | . | 1%
COc1ccc(CCN=c2c([N+](=O)[O-])nn(-c3cccc(C)c3)n2O)cc1OC | 1 | -3% | 6 | 0.1% | 0% | -15% | 0% | 8 | ? | -91% | 2%
CCN(CC)C(=O)C(=O)c1cccn1-c1ccc(C#N)cc1 | 2 | ? | 4 | -0.9% | -11% | -12% | 1% | -4 | 4 | -15% | 1%
COc1ccc(NC(=O)COC(=O)Cc2ccc(Br)cc2)cc1 | 1 | 9% | 8 | -0.2% | 4% | -2% | 10% | -14 | -13 | 2% | -1%
C(=N\n1cnnc1)/c1cccnc1 | 0 | -4% | 12 | 0.5% | 22% | ? | 0% | -9 | -3 | 2% | 1%
COC(=O)c1ccc(NC(=O)CSc2nc(N)c(NC(=O)c3ccc(Br)o3)c(=O)[nH]2)cc1 | . | 9% | 4 | 0.4% | 4% | 0% | 1% | . | 9 | 3% | 2%
CCOC(=O)c1nn(-c2cccc(C)c2)c2nnc(Cc3ccc(C)cc3)c(=O)n12 | 2 | 6% | 8 | -0.4% | 0% | -1% | 1% | -22 | -1 | 4% | -1%
CCc1cc(-c2n[nH]c(C)c2-c2nc(C)cs2)c(O)cc1OC | -26 | 5% | -4 | 0.9% | -4% | 23% | -2% | -3 | 27 | 2% | -1%
Cc1ccc(C(=O)CN2C(=O)C(C)Oc3ccccc32)cc1 (stereo not given) | 0 | 0% | -7 | 0.0% | -3% | -16% | -1% | -6 | 17 | ? | 0%

2 records drawn at random from those above, as already listed:
SMILES | FBPA coupling cs | PKM2 activator | hERG WT inh | B2AR arrestin | Eya2 inh | BCR signal inh | GALK inh | KCNH2 3.1 block | Giardia killer | uPA generation | USP2a block
CCC(C(=O)N1CCN(Cc2ccc3c(c2)OCO3)CC1)n1c(=O)[nH]c2ccccc2c1=O (stereo not given) | . | . | 6 | -0.8% | -3% | 2% | -10% | -5 | -9 | 2% | 0%
CCN(CC)C(=O)C(=O)c1cccn1-c1ccc(C#N)cc1 | 2 | ? | 4 | -0.9% | -11% | -12% | 1% | -4 | 4 | -15% | 1%

4 entries from above, with two lines to a compound.
Every second line gives: FBPA coupling cs | PKM2 activator | hERG WT inh | B2AR arrestin | Eya2 inh | BCR signal inh | GALK inh | KCNH2 3.1 block | Giardia killer | uPA generation | USP2a block
CCOc1cc(C2NC(=O)NC(C)=C2C(=O)NCc2ccccc2)c(Cl)cc1O (stereo not given)
  2 | 0% | -4 | 0.2% | -26% | -27% | 3% | 7 | 10 | . | 6%
C[N+](C)(C)C(Cc1c[nH]c2ccccc12)C(=O)[O-] (stereo not given)
  1 | -1% | . | -0.7% | 17% | -6% | 0% | . | . | . | 1%
COc1ccc(CCN=c2c([N+](=O)[O-])nn(-c3cccc(C)c3)n2O)cc1OC
  1 | -3% | 6 | 0.1% | 0% | -15% | 0% | 8 | ? | -91% | 2%
CCN(CC)C(=O)C(=O)c1cccn1-c1ccc(C#N)cc1
  2 | ? | 4 | -0.9% | -11% | -12% | 1% | -4 | 4 | -15% | 1%

New compounds follow:
SMILES | FBPA coupling cs | PKM2 activator | hERG WT inh | B2AR arrestin | Eya2 inh | BCR signal inh | GALK inh | KCNH2 3.1 block | Giardia killer | uPA generation | USP2a block
COC(=O)C(Cc1c[nH]c2ccccc12)NC(=O)c1cc(-c2ccc(OC)c(OC)c2)oc1C (stereo not given) | -3 | 5% | -11 | 13% | -7% | 21% | -1% | . | -2 | -13% | -4%
CN(CC(=O)Nc1cccc(F)c1)C(=O)c1cn2ccccc2n1 | . | . | -2 | -0.2% | -7% | 1% | . | -7 | 9 | 6% | 5%
C#CCOCCOCCOCCNc1nc(N2CCN(C(=O)[C@H](CCCCN)n3cc(CCCC)nn3)CC2)nc(N2CCN(C(=O)[C@H](Cc3ccc(O)cc3)n3cc(CCO)nn3)CC2)n1 | 1 | -1% | -11 | -1.4% | -2% | 4% | . | -2 | -9 | 0% | 3%
Cc1sc(N)nc1C12CC3CC(CC(C3)C1)C2 | -1 | -1% | 7 | -1.5% | 8% | ? | 2% | 1 | 5 | 6% | 0%
CCOC(=O)C1=C(C)NC2=C(C(=O)c3ccccc32)C1c1ccc(O)cc1 (stereo not given) | 5 | 13% | -5 | -0.6% | -9% | 0% | 2% | 5 | -3 | -4% | -1%
O=C(OC1CCN(c2ncc(C(F)(F)F)cc2Cl)CC1)c1ccc(Cl)cc1 | -3 | -1% | -1 | -1.1% | 17% | 1% | -1% | -11 | -3 | 3% | 2%
CN(C)N=Nc1ccc(S(=O)(=O)NC(Cc2ccccc2)C(=O)O)cc1 (stereo not given) | 5 | 1% | -18 | 0.2% | 9% | 5% | -3% | -11 | -7 | 1% | -1%
c1ccc(CSc2nnc3c(n2)OC(c2ccco2)Nc2ccccc2-3)cc1 (stereo not given) | 5 | 24% | 0 | -0.1% | 12% | ? | -2% | -3 | -11 | 1% | 2%
COc1cccc(NC(=O)Cn2nc(Cc3cccnc3)c3ccccc3c2=O)c1 | 2 | 3% | 1 | 0.3% | 3% | -22% | 2% | -1 | 10 | 1% | -1%
CCN(CC#CCC1(O)c2ccccc2-c2ccccc21)C(C)C | -2 | -4% | -4 | -0.4% | 4% | -1% | 0% | -10 | -3 | 3% | 2%
CCN1Cc2cc(OC)ccc2-c2ccccc2S1(=O)=O | . | . | 12 | -0.1% | 8% | -5% | . | 10 | 7 | -18% | -1%
CSc1ccccc1NC(=O)COC(=O)Cc1cccs1 | 0 | -37% | 4 | -0.1% | 9% | -1% | 10% | 10 | -1 | 4% | 0%
